# High-throughput results deposited in PubChem BioAssay by NCI.
# NCI-60 one-dose screen, 48 h, at 10 µM unless noted. Numbers give growth in % (100 = growth as untreated, 0 = no growth, -100 = all killed).
# OVCAR-4 – OVCAR-4 ovarian cancer cells | AID 1794784 | 3.7% of 80,000 active
# SK-OV-3 – SK-OV-3 ovarian cancer cells; 3.2% of 80,000 active; AID 1794785
# RXF 393 – RXF 393 renal cancer cells | 6.9% of 77,000 active | AID 1794773
# A498 – A498 renal cancer cells. 5.4% of 76,000 active. AID 1794774
# OVCAR-3 – OVCAR-3 ovarian cancer; 7% of 79,000 active
# ACHN – ACHN renal cancer. 4.9% of 81,000 active. AID 1794771
# OVCAR-5 – OVCAR-5 ovarian cancer; 2.9% of 82,000 active; AID 1794783
# IGROV1 – IGROV1 ovarian cancer | AID 1794786 | 4.7% of 79,000 active
# OVCAR-8 – OVCAR-8 ovarian cancer; 4.4% of 81,000 active
# Active calls of the source: *; nt = not tested or not shown; & = joins results of further samples; [ ] = dose if it differs, or a comment. The calls were made as follows: active = growth percent below 10; inactive = the rest.
SMILES,OVCAR-4,SK-OV-3,RXF 393,A498,OVCAR-3,ACHN,OVCAR-5,IGROV1,OVCAR-8
COc1ccc(NC(=O)CSc2nc3ccccc3[nH]2)cc1,78,95,103,64,91,100,100,93,90
O=C1Nc2ccc([N+](=O)[O-])cc2/C1=N/c1n[nH]c(=S)s1,106,109,112,89,106,93,111,100,96
CCN(CC)CCn1c2ccc(O)cc2c2sc3cc(OC)ccc3c(=O)c21,28,75,35,73,42,12,45,19,19
Clc1cccc(Nc2nc(Nc3cnc4ccccc4c3)c3[nH]cnc3n2)c1,94,71,70,60,74,74,89,62,76
CCOC(=O)[C@@H]1CCCN(S(=O)(=O)c2ccc(S(=O)(=O)N(CC)CC)cn2)C1,68,98,nt,59,70,81,99,94,79
COc1ccc2c(c1)C(Sc1ccc(SC)cc1)c1c(nc(N)c(C#N)c1N)O2 (centres undefined),107,119,80,113,95,86,124,40,94
O=C(O)C1CC2C=CC1C2 (centres undefined),103&102,105&96,103&99,107&113,100&108,99&101,97&107,113&97,97&95
COc1ccc(N(C)c2ncnc3occ(C)c23)cc1,40,20,14,69,-40*,29,28,-11*,-22*
Fc1ccc(Nc2nccc(Nc3ccc4[nH]ncc4c3)n2)cc1,73,76,33,49,86,53,68,56,41
COc1ccc(S(=O)(=O)Nc2ccc(-c3ccc4c(c3)NC(=O)/C4=C\c3ccc[nH]3)cc2)cc1OC,8.1*,27,-23*,121,57,-31*,19,29,1.7*
Cc1cc(C)c2nc(NC(=O)C(Cl)(Cl)Cl)sc2c1,99,99,116,89,101,101,121,89,103
CC(C)NC(=O)c1c2c(n3ccccc13)C(=O)c1ccccc1C2=O,112,111,93,94,101,97,110,92,89
COc1ccc(-c2cc(C(=O)N=Nc3c(O)[nH]c4ccccc34)no2)cc1,105,103,102,85,108,107,98,102,103
NC(=O)NCNC(N)=O,nt,112,105,110,111,104,96,99,100
CC(=O)C1(C)CCC2C3C=C(C)C4=CC(=O)CCC4(C)C3CCC21C (centres undefined),90,98,95,nt,77,84,94,nt,96
CC1(O)CCCC1,104,106,104,91,99,92,99,114,101
COc1ccc(OC)c(-c2c(C#N)c(-c3cccs3)nc3c2c(-c2ccccc2)nn3-c2ccccc2)c1,111,93,109,103,114,102,103,99,101
NCCCN1CCOCC1,109,102,107,80,102,104,105,114,98
CC(C)(C)OC(=O)N1CCC[C@]2(C)[C@H]3CC=C4[C@H]5[C@@H](O)C(C)(C)CC[C@]5(CO)CC[C@@]4(C)[C@]3(C)CC[C@H]2C1(C)C,49,58,33,88,70,63,46,99,73
CCC(C)(C)C1CCCCC1,97,106,116,nt,106,94,88,111,103
Cc1ccccc1-c1nnc(-c2cccc3ccccc23)o1,85,98,105,nt,100,82,88,77,99
CC(C)CCOc1ccc(NC(=S)Nc2ccc(OCCC(C)C)cc2)cc1,83,107,nt,87,86,142,109,99,88
CCOC(=O)CC1CSC(c2ccc(Br)cc2)=N1 (centres undefined),112,103,121,nt,101,110,109,107,101
CN1C(=O)/C(=C/c2cccs2)S/C1=N/c1nccs1,84,97,109,125,110,94,100,90,93
O=C1/C(=C2\SC(=S)N(c3ccc(F)cc3)C2=O)SC(=S)N1c1ccc(F)cc1,112,101,114,104,nt,99,101,103,97
# Further structures.
SMILES,OVCAR-4,SK-OV-3,RXF 393,A498,OVCAR-3,ACHN,OVCAR-5,IGROV1,OVCAR-8
Cc1c(C(N)=O)sc2[nH]c(=S)n(Cc3ccccc3)c(=O)c12,107,100,109,109,97,99,103,91,99
O=C1c2cccc(-c3ccc(C(F)(F)F)cc3)c2C2CC=CCN12 (centres undefined),88,89,92,80,93,90,89,76,85
CCCCCCCCC#CCCCCCCCCCCCC(=O)O,109,96,110,112,110,104,114,nt,93
CCOC(=O)c1cnnn1-c1cc(=O)[nH]c2ccc(OC)cc12,92,92,nt,108,108,96,101,101,100
Cc1cc(C)c(/C=C2\C(=O)Nc3ccc(NC(=O)CCCCC(=O)NO)cc32)[nH]1,67,71,82,74,53,88,87,83,68
[O-][n+]1onc(-c2ccccc2)c1CNc1ccc(Nc2nc(C(F)(F)F)nc3c2cnn3-c2ccc(Br)cc2)cc1,79,89,51,97,92,57,77,60,73
CC(C)n1nc(C#Cc2cccc(O)c2)c2c(N)ncnc21,-15*,-63*,-87*,-85*,-20*,-47*,-43*,-69*,-36*
CN(C)CCOC(=O)Oc1c(Cl)cc(Cl)c(Cl)c1[N+](=O)[O-],108,99,104,103,117,103,104,94,97
COc1cc2oc(-c3cccc(C(=O)N[C@@H](CC(C)C)C(=O)OC(C)(C)C)c3)cc(=O)c2c(OC)c1OC,70,111,86,97,nt,70,93,71,49
CC1CCC2(CC1)N=C(N)N=C(N)N2c1ccc(S(N)(=O)=O)cc1 (centres undefined),101,120,100,119,110,100,97,104,100
CC[C@]12CN3CCc4c([nH]c5ccccc45)[C@@](C(=O)OC)(c4cc5c(cc4OC)N(C)[C@H]4[C@@](O)(C(=O)OC)[C@H](OC(C)=O)[C@]6(CC)C=CCN7CC[C@]54[C@@H]76)CC(C3)[C@H]1O2 (some centres undefined),28,22,10,-12*,-60*,40,49,nt,7.3*
Oc1ccc(/C=N/c2n[nH]c(-c3cccnc3)n2)c(O)c1O,111,97,98,78,102,nt,107,95,95
COc1ccc(C2=NOC(C(=O)N3CCC(O)CC3)C2)cc1OC1CCCC1 (centres undefined),109,nt,107,nt,111,106,102,101,98
CCCCCCCCCC(=O)OC1CC(C)=C2C(=O)C=C(C)[C@@H]2[C@H]2OC(=O)[C@H](C)[C@H]12 (some centres undefined),104,116,119,108,108,106,101,108,106
O=C(CCn1cc[n+](CC(=O)c2ccc([N+](=O)[O-])cc2)c1)Nc1cccc2cccnc12,73,95,92,92,93,99,103,99,97
COc1cc(C(=O)/C=C/c2c(-c3ccc(F)cc3)nc3ncccn23)cc(OC)c1OC,47,64,14,70,19,47,nt,48,48
C/C=C(\C)C(C(=O)NC1CCCCC1)N(C(=O)C1CCc2cc(F)ccc2O1)c1cccc([N+](=O)[O-])c1 (centres undefined),nt,92,86,85,96,99,92,89,90
CCCCCCCCn1ccc2cc(NC(=O)CN3CCN(c4cc(C)nc(N5CCCCC5)n4)CC3)ccc21,84,95,66,104,101,96,99,84,88
CC(C)=CCC[C@](C)(O)[C@H]1CC[C@]2(C)[C@@H]1CC[C@@H]1[C@@]3(C)CC/C(=N/O)C(C)(C)[C@@H]3CC[C@]12C,nt,12[100 µM],-32*[100 µM],-16*[100 µM],-42*[100 µM],-72*[100 µM],2.2*[100 µM],-66*[100 µM],-70*[100 µM]
Cc1cc(C)c(C)c(C(=O)CCC(=O)O)c1C,115,109,105,89,106,103,104,116,105
COc1cc2c(cc1OC)-c1c(OC)c(OC)cc3c1C(C2)OCC3 (centres undefined),103,89,104,89,99,83,90,31,82
Cn1ccnc1C(=O)C1CC1c1ccc(CC(=O)Nc2ccc(Br)cc2)cc1 (centres undefined),106,104,108,98,108,104,116,113,96
COc1cc2c(cc1OC)C1CC(c3ccccc3)=C(c3ccccc3)CN1CC2 (centres undefined),59,72,88,76,91,75,64,77,82
CCCCCCCSC(=S)NC1c2ccccc2Oc2ccccc21,100,104,96,105,104,84,103,98,90
COc1ccc(-n2nc(C(=O)NCC(=O)NO)nc2-c2ccccc2)c(OC)c1OC,109,104,nt,118,109,105,108,107,105
# Carrying on.
SMILES,OVCAR-4,SK-OV-3,RXF 393,A498,OVCAR-3,ACHN,OVCAR-5,IGROV1,OVCAR-8
Cn1nc(N)c(S(=O)(=O)c2ccccc2)c1Nc1ccccc1,98,106,110,118,111,98,99,121,nt
O/N=C(/c1ccccc1)c1ccc2c3c(cccc13)CC2,77&84,97&99,65&82,89&78,93&99,94&101,95&98,98&98,88
Cc1cc2c(-c3nc4ccccc4[nH]3)c(O)c(O)cc2c(O)c1-c1c(C)cc2c(-c3nc4ccccc4[nH]3)c(O)c(O)cc2c1O,6.8*,-36*,-8.1*,-3.6*,21,1.8*,26,13,-6.9*
CCOc1ccc(OC(=O)c2ccc(O)cc2)cc1,91,114,105,86,111,96,97,103,108
COc1cc(/C=C/C(=O)c2ccc(NC(=O)CSc3nc4[nH]c(=O)n(C)c(=O)c4[nH]3)cc2)cc(OC)c1OC,90,96,nt,83,82,98,95,99,90
CN1CCC23C(=O)CC4C(=CCOC5CC(=O)N(c6ccccc62)C3C54)C1 (centres undefined),106,111,97,110,113,100,106,nt,105
Cc1nc(Nc2ccc(NC(=S)Nc3ccccc3)cc2)nc2nc(NCc3ccccc3)[nH]c(=O)c12,103,84,160,102,101,89,92,nt,87
Cc1ccc(-c2nc3ccccc3o2)cc1NCc1cc(Cc2ccccc2)ccc1O,108,100,131,87,89,91,98,83,95
O=C(/C=C/c1cccnc1)c1ccccc1O,114,107,101,101,115,118,96,103,105
CN(C)C(=S)N(C)C,101,100,114,120,107,104,105,153,109
Cc1nc(Cl)c2[nH]c(Cl)nc2n1,101,85,107,105,112,111,115,108,97
Cc1ccccc1OS(=O)(=O)c1cccc([N+](=O)[O-])c1,77,112,96,109,104,97,113,99,98
Nc1ccccc1SC(CC(=O)c1ccccc1)c1ccccc1 (centres undefined),93&89,105&106,95&107,103&69,94&100,100&101,116&108,106&100,100&88
CCOC(=O)/C=C/C(=O)[C@H](CC(C)C)NC(=O)[C@H](Cc1ccccc1)NC(=O)OCc1ccccc1,92,102,27,78,30,48,91,76,73
CC(=O)Nc1cc2c(cc1[N+](=O)[O-])-c1ccccc1/C2=N\O,101,88,114,76,100,97,115,83,103
O=C(/C=C/c1ccccc1)Oc1ccccc1,110,111,116,88,109,104,100,103,104
O=C1c2ccccc2-c2c1nc1ccccc1[n+]2[O-],115,102,nt,103,107,91,95,100,108
CCCCCCCCCCCCCCCCNC1=C(Cl)C(=O)c2ccccc2C1=O,60,103,130,80,95,103,95,81,104

# For convenience, part of the list above.
SMILES,OVCAR-4,SK-OV-3,RXF 393,A498,OVCAR-3,ACHN,OVCAR-5,IGROV1,OVCAR-8
COc1cc2c(cc1OC)C1CC(c3ccccc3)=C(c3ccccc3)CN1CC2 (centres undefined),59,72,88,76,91,75,64,77,82
CCCCCCCSC(=S)NC1c2ccccc2Oc2ccccc21,100,104,96,105,104,84,103,98,90
COc1ccc(-n2nc(C(=O)NCC(=O)NO)nc2-c2ccccc2)c(OC)c1OC,109,104,nt,118,109,105,108,107,105
Cn1nc(N)c(S(=O)(=O)c2ccccc2)c1Nc1ccccc1,98,106,110,118,111,98,99,121,nt
O/N=C(/c1ccccc1)c1ccc2c3c(cccc13)CC2,77&84,97&99,65&82,89&78,93&99,94&101,95&98,98&98,88
Cc1cc2c(-c3nc4ccccc4[nH]3)c(O)c(O)cc2c(O)c1-c1c(C)cc2c(-c3nc4ccccc4[nH]3)c(O)c(O)cc2c1O,6.8*,-36*,-8.1*,-3.6*,21,1.8*,26,13,-6.9*
CCOc1ccc(OC(=O)c2ccc(O)cc2)cc1,91,114,105,86,111,96,97,103,108
COc1cc(/C=C/C(=O)c2ccc(NC(=O)CSc3nc4[nH]c(=O)n(C)c(=O)c4[nH]3)cc2)cc(OC)c1OC,90,96,nt,83,82,98,95,99,90
CN1CCC23C(=O)CC4C(=CCOC5CC(=O)N(c6ccccc62)C3C54)C1 (centres undefined),106,111,97,110,113,100,106,nt,105
Cc1nc(Nc2ccc(NC(=S)Nc3ccccc3)cc2)nc2nc(NCc3ccccc3)[nH]c(=O)c12,103,84,160,102,101,89,92,nt,87
Cc1ccc(-c2nc3ccccc3o2)cc1NCc1cc(Cc2ccccc2)ccc1O,108,100,131,87,89,91,98,83,95
O=C(/C=C/c1cccnc1)c1ccccc1O,114,107,101,101,115,118,96,103,105
CN(C)C(=S)N(C)C,101,100,114,120,107,104,105,153,109
Cc1nc(Cl)c2[nH]c(Cl)nc2n1,101,85,107,105,112,111,115,108,97
Cc1ccccc1OS(=O)(=O)c1cccc([N+](=O)[O-])c1,77,112,96,109,104,97,113,99,98
Nc1ccccc1SC(CC(=O)c1ccccc1)c1ccccc1 (centres undefined),93&89,105&106,95&107,103&69,94&100,100&101,116&108,106&100,100&88
CCOC(=O)/C=C/C(=O)[C@H](CC(C)C)NC(=O)[C@H](Cc1ccccc1)NC(=O)OCc1ccccc1,92,102,27,78,30,48,91,76,73
CC(=O)Nc1cc2c(cc1[N+](=O)[O-])-c1ccccc1/C2=N\O,101,88,114,76,100,97,115,83,103

# Profiles from above. Values in the order: OVCAR-4 | SK-OV-3 | RXF 393 | A498 | OVCAR-3 | ACHN | OVCAR-5 | IGROV1 | OVCAR-8
# CN(C)CCOC(=O)Oc1c(Cl)cc(Cl)c(Cl)c1[N+](=O)[O-] is entered as 108 | 99 | 104 | 103 | 117 | 103 | 104 | 94 | 97
# O=C1/C(=C2\SC(=S)N(c3ccc(F)cc3)C2=O)SC(=S)N1c1ccc(F)cc1 is entered as 112 | 101 | 114 | 104 | nt | 99 | 101 | 103 | 97
